Screens: PubChem, National Center for Advancing Translational Sciences (NCATS)
FEN1 inhibitor: human FEN1 inhibition. Recombinant FEN1 flap cleavage, fluorescence, 15 min. 390,000 compounds, 0.35% hits. P39748. Potency, µM (highest dose often 114 µM), for the others: at the highest dose activity change, negative = inhibition, usual class: inhibitors; further: nearly all actives have a fitted effect of over 65% in size
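In this screen, 50 nM flap DNA substrate was added to 10 nM FEN1 pretreated with compound for 15 min at room temperature; cleavage was followed with reads at 0 and 15 min, and Hill fitting gave concentration–response parameters.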
TDP1 cell CPT: growth inhibition of DT40 Tdp1-/-;hTDP1 cells with camptothecin (screen for TDP1 inhibitors); chicken DT40 Tdp1-/-;hTDP1 cells + 20 nM CPT, ATP luminescence, 48 h; 420,000 compounds, 12% hits; Potency, µM (series often up to 46.2 µM), without a hit: at the top dose activity change, negative = growth inhibition, usual class: inhibitors; further: nearly all actives have a fitted effect of over 55% in size
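Chicken DT40 Tdp1-/- cells complemented with human TDP1, 400 cells/well, exposed to compounds plus 20 nM camptothecin for at least 48 h at 37 C; viability read as ATP content by CellTiter-Glo luminescence.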
KAT2A inh: GCN5L2 (KAT2A) acetyltransferase inhibition; 390,000 compounds, 0.21% hits; Q92830; GCN5L2 HAT assay, ThioGlo1 CoA-SH fluorescence; Potency, µM (highest dose often 58.9 µM), without a hit: at the top dose activity change, negative = inhibition, usual class: inhibitors
Target sequence (Q92830 whole entry, looked up): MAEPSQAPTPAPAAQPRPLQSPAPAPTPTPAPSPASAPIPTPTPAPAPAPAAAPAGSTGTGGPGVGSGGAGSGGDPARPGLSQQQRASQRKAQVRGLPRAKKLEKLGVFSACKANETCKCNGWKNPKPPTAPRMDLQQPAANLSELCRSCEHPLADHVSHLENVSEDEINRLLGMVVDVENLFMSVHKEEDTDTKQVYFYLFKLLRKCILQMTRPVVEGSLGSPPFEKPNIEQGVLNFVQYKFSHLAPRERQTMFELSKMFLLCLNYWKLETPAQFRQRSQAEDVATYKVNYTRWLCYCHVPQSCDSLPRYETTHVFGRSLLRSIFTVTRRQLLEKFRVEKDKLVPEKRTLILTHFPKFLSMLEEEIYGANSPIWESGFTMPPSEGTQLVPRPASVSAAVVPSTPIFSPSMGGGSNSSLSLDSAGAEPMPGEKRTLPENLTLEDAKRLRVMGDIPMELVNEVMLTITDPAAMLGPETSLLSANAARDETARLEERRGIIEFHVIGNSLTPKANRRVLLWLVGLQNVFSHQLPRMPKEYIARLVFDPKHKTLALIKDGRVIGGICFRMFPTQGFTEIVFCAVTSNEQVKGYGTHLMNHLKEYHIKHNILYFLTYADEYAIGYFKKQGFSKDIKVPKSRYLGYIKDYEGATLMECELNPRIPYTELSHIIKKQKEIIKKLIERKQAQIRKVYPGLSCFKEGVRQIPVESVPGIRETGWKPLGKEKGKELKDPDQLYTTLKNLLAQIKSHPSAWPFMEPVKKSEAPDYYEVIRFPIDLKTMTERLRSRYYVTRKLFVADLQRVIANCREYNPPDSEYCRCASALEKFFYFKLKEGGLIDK
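Fluorescence readout, Ex340nm/Em540nm: ThioGlo1 (50uM final) reacts with free CoA thiol released as 20nM GCN5L2 acetylates H3(1-25) peptide (75uM) using acetyl-CoA (70uM). Compound and enzyme sat 15 min beforehand; 20 min room-temperature reaction.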
An asterisk follows results filed as active; ? = inconclusive; . = not tested or not shown; & = joins results of further samples; [ ] = another dose, or the depositor's remark. The call rests on the fitted dose curve; in most records, active means well fitted curve in the direction sought with a large enough effect; inconclusive means small, poorly fitted or top-dose-only effect, or another doubt; inactive means no such curve, though single readings can be large; an effect the other way counts as inactive or inconclusive. On the % scale 0 is the no-effect control and ±100 the full control effect; potency means the concentration at half of the fitted maximal effect. Some of the compounds tested. The share of hits here may be higher or lower than overall.

SMILES	FEN1 inhibitor	TDP1 cell CPT	KAT2A inh
Fc1ccccc1C1CCN(Cc2nc(COc3ccccc3)no2)C1 (configuration not stated)	8%	-29%	-8%
CC(=O)Nc1ccc(NC(=O)C/C(C)=N/NC(=O)c2cccc3ccccc23)cc1	-2%	7%	-7%
COCC(=O)Nc1nc2n(n1)C(c1ccc(OC)cc1)CC(c1ccc(OC)cc1)N2 (configuration not stated)	-14%	-2%	-1%
COC(=O)CCC(=O)Nc1ccc(Br)cc1	2%	-36%	0%
CC1=C(C)CS(=O)N(S(=O)(=O)c2ccccc2)C1 (configuration not stated)	?	23µM*	1%
CN(CC(=O)Nc1ccccc1Br)C(=O)CNC(=O)C1CCCCC1	-2%	-16%	2%
CCc1ccc(CNC(=O)c2cc3ccccn3n2)cc1	-10%	?	17%
NC(=O)CSc1nnc(Cn2cnc3ccccc32)o1	-8%	0%	-6%
Cc1ccc(NC(=O)c2ccc3snnc3c2)cc1Cl	14%	-10%	-6%
Nc1nc(Sc2ncccc2[N+](=O)[O-])n[nH]1	0%	-12%	-6%
O=C(O)c1ccc(COc2ccc3ccccc3c2/C=C2/NC(=O)N(c3ccccc3)C2=O)cc1	-12%	-20%	-13%
COc1cccc2sc(N3CCN(C(=O)c4ccco4)CC3)nc12	8%	-15%	-16%
O=C(COC(=O)C12CC3CC(CC(C3)C1)C2)NCc1ccco1	5%&-4%	-5%	-13%
Cc1ccc(CNC(=O)CSc2nc3c(sc4ccccc43)c(=O)n2CCCOC(C)C)cc1	-11%	-8%	-13%
COc1ccccc1NCCC(=O)OCC(=O)Nc1ccccc1F	-2%	-13%	0%
O=C(COc1ccc(Br)cc1Br)NNC(=O)c1cccs1	2%	-1%	-5%
Cc1cc[n+](C2CCCCC2)cc1	2%	16µM*	.
NC(=O)CC(NC(=O)c1cccc(Br)c1)c1ccc(NC2CCN(Cc3ccccc3)CC2)c([N+](=O)[O-])c1 (configuration not stated)	1%	?	0%
CC(=NNC(=S)N1CCN(c2ccccn2)CC1)c1nccs1	-12%	0.015µM*	.
O=C(Oc1cccc(N2C(=O)CCC2=O)c1)C1CC(=O)N(c2ccc(Br)cc2)C1 (configuration not stated)	3%	1%	-18%
C#CCOCCOCCOCCNc1nc(N2CCN(C(=O)CCCCCCCCCCNC(=O)[C@@H](CCC(=O)O)n3cc(CCCCCN)nn3)CC2)nc(N2CCN(C(=O)CCCCCCCCCCNC(=O)[C@H](CO)n3cc(CCCCCN)nn3)CC2)n1	-8%	5%	-2%
COc1ccc(S(=O)(=O)N2CCOCC2)cc1C(=O)Nc1ccc(N2CCCCCC2)cc1	11%	18µM*	.
O=C1c2ccccc2C2(c3ccc(F)cc3)NCCN12 (configuration not stated)	18%	-16%	-7%
Cc1cc(N2CCCC2=O)cc(C)c1S(N)(=O)=O	-3%	-12%	-4%
CCC(Oc1ccccc1)C(=O)Nc1nc2c(s1)C(=O)CC(C)(C)C2 (configuration not stated)	-3%	0%	?
Cn1c(SCC(N)=O)nnc1C1CCN(C(=O)NCc2ccccc2)CC1	5%	14%	-25%
COc1ccc(C2CC(=O)c3ccc(OC)cc3O2)cc1 (configuration not stated)	.	-2%	-24%
CC(C)(C)OC(=O)NCC(=O)NNC(=O)C(C(=O)OCc1ccccc1)c1ccccc1 (configuration not stated)	5%	.	-4%
COc1ccc(NC(=O)/C=C/c2ccc(OC)c(OC)c2)cn1	-20%	-21%	-2%
Cn1c(=O)c(C(=O)NCC2CCCO2)c(O)c2ccccc21 (configuration not stated)	-12%	-39%	0%
Cc1ccc(NC(=O)Cc2csc(C)n2)c(C)c1	-11%	5%	1%
CCCCC(CC)CNS(=O)(=O)c1ccc2c(c1)CCN2C(=O)CCC(=O)O (configuration not stated)	6%	-21%	8%
Cn1c(C(=O)O)ccc1S(=O)(=O)N1CCCCCC1	-2%	4%	-1%
CN(C)CCCNC(=O)c1cc(C(=O)c2ccccc2)c[nH]1	-9%	-8%	0%
CN(C)S(=O)(=O)c1ccc(C(=O)Nc2nnc(-c3cccs3)o2)cc1	-5%	13µM*	-7%
CN(C)CCOCCOc1ccc(Cl)cc1C(C)(C)C	2%	?	-1%
COc1cc(C(=O)NCC(=O)N/N=C(\C)Cc2ccccc2)cc(OC)c1OC	0%	15%	-2%
c1ccc2sc(NN=C3CCCCCC3)nc2c1	-28%	?	2%
CCS(=O)(=O)c1ccc2oc(SCC(=O)NC3CCCC(C)C3C)nc2c1 (configuration not stated)	3%	?	-8%
Cc1cccc(-c2c3c(=O)n(C)c(=O)n(C)c3cn2-c2ccccc2O)c1	-7%	?	-2%
O=C(Nc1ccn(Cc2ccccc2F)n1)c1ccc(COc2ccc(Br)cc2)cc1	3%	11µM*	-16%
Cc1ccc(OC(C)C(=O)Nc2ccc(Cl)cn2)c([N+](=O)[O-])n1 (configuration not stated)	0%	2%	-1%
CCCc1nc2oc3c(=O)[nH]cnc3c2c2c1COC(C)(C)C2	-8%	-2%	0%
CN=c1scc(-c2cccs2)n1/N=C/c1ccc(O)c(O)c1O	35µM*	12µM*	0%
CCc1ccccc1NC(=O)CSc1nc(-c2ccccc2OC)nc2c1Cc1c(CO)cnc(C)c1O2	1%	?	0%
O=C(NCCCN1CCCC1=O)C1CCN(S(=O)(=O)c2ccc(F)cc2)CC1	-4%	-1%	-1%
NS(=O)(=O)c1ccc(N=Nc2c(-c3ccccc3)[nH]n(-c3nc(-c4ccccc4)cs3)c2=O)cc1	-4%	9.2µM*	7%
O=S(=O)(c1cccs1)N1CCN(c2nc(-c3cccs3)nc3ccccc23)CC1	2%	?	.
O=C(NCc1ccc(OC(F)(F)F)cc1)C1CCC(=O)N(C2CC2)C1 (configuration not stated)	-1%	?	?
CCOC(=O)Cc1ccc(NCc2ccc(Cl)cc2)cc1	-5%	10%	-10%
CCOC(=O)C1C(=O)NC(N2CCN(Cc3ccccc3)CC2)=NC1c1ccccc1 (configuration not stated)	3%	-9%	-8%[0.501 µM]
O=C(c1ccc(N2CCCC2=O)cc1)N1CCCCCC1	0%	-18%	-6%
O=C(Nc1ccc(Oc2ccc(C(=O)O)c(C(=O)O)c2)cc1)c1cccs1	8%	17%	?
CC(C)CNS(=O)(=O)c1ccc(CCC(=O)N2CCN(c3ccccc3)CC2)cc1	-1%	?	3%
O=C(O)c1cccc(S(=O)(=O)N2CCN(c3ccccn3)CC2)c1	6%	31%[activator]	-9%
CCN(CC(=O)Nc1ccc(NC(C)=O)cc1)c1ccc(C(F)(F)F)cn1	-7%	-19%	3%
N#Cc1nc(-c2cccs2)oc1NCc1ccc2c(c1)OCO2	-7%	8%	-8%
Nc1nc(SCC(=O)Nc2ccc(Oc3ccccc3)cc2)n[nH]1	-14%	-4%	-2%
COc1ccc(C(=O)N(Cc2nc(-c3ccc(C)cc3)no2)C2CCCCC2)cc1OC	-21%	?	-4%
CC(C)CNc1nc(N)c([N+](=O)[O-])c(NC2CCCCC2)n1	-2%	-18%	-16%
(list continues)
SMILES	FEN1 inhibitor	TDP1 cell CPT	KAT2A inh
CC(=O)Oc1ccc(C(=O)[C@H]2[C@H]3C(=O)N(c4ccc5ccccc5c4)C(=O)[C@H]3[C@@H]3C=CC=NN32)cc1	10%	?	23%
O=C(NCc1ccccc1Cl)c1ccc(-n2cnc3cccnc32)cc1	-14%	.	1%
Cc1cccc(NC(=O)c2cnc3n(c2=O)CCS3)c1	-1%	-16%	-1%
CC(C)Cc1ccc(S(=O)(=O)N2CCC(c3ccncc3)CC2)cc1	-9%	9.2µM*	-2%
C=CCSc1nnc(-c2c[nH]c3ccccc23)n1CCOC	-11%	-4%	-4%
CCOc1ccccc1CN1CCN(Cc2cn(C)nc2-c2ccccc2)CC1CCO (configuration not stated)	0%	-9%	-24%
CN(C)CCCn1c2c(c(SCC(=O)Nc3ccc4c(c3)OCO4)nc1=O)CCC2	2%	2%	3%
CC(C)(C)C1CCc2c(sc(NC(=O)c3ccccc3F)c2C(=O)NCc2ccco2)C1 (configuration not stated)	-1%	-1%	-23%
COc1ccc(COC[C@H](C)[C@H](O)[C@@H](C)[C@H]2OC(=O)[C@@H]2C)cc1	-13%&-12%	-10%	.
COC(=O)c1sccc1NC(=O)COc1cccc(C)c1	-16%	3%	-21%
CC1=C(C(=O)Nc2ccc(C)cc2)C(c2ccc(Cl)cc2)n2nnnc2N1 (configuration not stated)	-4%	.	0%
OCCNCCCOc1cccc(Cl)c1Cl	.	0.19µM*	-3%
CC(C(=O)Nc1ccc(F)c(F)c1)N1CCN(C)CC1 (configuration not stated)	-2%	11%	-11%
Cc1nn(C(C)C(=O)NC2CCCCCC2)c(=O)c2nn(-c3ccccc3)c(C)c12 (configuration not stated)	-7%	0%	-6%
CCN(CC)Cc1oc(-c2ccccc2)cc1C(=O)O	-1%	3%	-7%
Clc1ccc2nc(CN3CCCCC3)cn2c1	-3%	?	-4%
CC(C)C[C@H]1CNC(=O)C(=O)N1CC1CCN(CCc2ccc(-c3ccccc3)cc2)CC1	13%	-23%	.
N#C/C(=C\c1ccc(O)cc1)C(=O)NCc1cccc(Cl)c1	10%	-7%	-2%
CCN(CC)P(=O)(Nc1ccc([N+](=O)[O-])cc1)c1c(C)nn(CCC#N)c1NC(=O)c1ccc(Cl)cc1 (configuration not stated)	-12%	0%	-6%
COc1ccc(/C=N/NC(=O)c2ccccc2NC(=O)c2ccco2)c(OC)c1	6%	-8%	-4%
COc1cc([N+](=O)[O-])ccc1NC(=O)NCc1cccnc1	9%	1%	-3%
CCCn1cc(CN2CCCC(CNC(=O)c3ccc(F)cc3)C2)c(C)n1 (configuration not stated)	-8%	-3%	0%
Cc1ccccc1-c1cncnc1N1CCN(C)CC1	.	-16%	-5%
Cc1[nH]nc(SCC(=O)NCc2ccccc2)c1[N+](=O)[O-]	0%	16%	0%
CCCCCCC/C=N/Nc1nnc(Cc2ccccc2)c(=O)[nH]1	-7%	24%	16%
O=C(O)C(c1ccccc1)N1C(=O)/C(=C/c2cccs2)SC1=S (configuration not stated)	3%	-13%	-2%
C=CCNC(=S)NNc1nc2c(c(=O)[nH]1)C1(CCCCC1)Cc1ccccc1-2	-11%	?	-8%
CCOC(=O)c1c(C)c(C(=O)Nc2ccc(N(C)C)cc2)c(C)n1CC	-15%	7.3µM*	1%
CCOc1ccc(C(=O)Nc2ccc3oc(-c4ccncc4)nc3c2)cc1	16%	-21%	-5%

In the list so far, 12 have an aryl methoxy group.
SMILES	FEN1 inhibitor	TDP1 cell CPT	KAT2A inh
COCC(=O)Nc1nc2n(n1)C(c1ccc(OC)cc1)CC(c1ccc(OC)cc1)N2 (configuration not stated)	-14%	-2%	-1%
COc1cccc2sc(N3CCN(C(=O)c4ccco4)CC3)nc12	8%	-15%	-16%
COc1ccccc1NCCC(=O)OCC(=O)Nc1ccccc1F	-2%	-13%	0%
COc1ccc(S(=O)(=O)N2CCOCC2)cc1C(=O)Nc1ccc(N2CCCCCC2)cc1	11%	18µM*	.
COc1ccc(C2CC(=O)c3ccc(OC)cc3O2)cc1 (configuration not stated)	.	-2%	-24%
COc1ccc(NC(=O)/C=C/c2ccc(OC)c(OC)c2)cn1	-20%	-21%	-2%
COc1cc(C(=O)NCC(=O)N/N=C(\C)Cc2ccccc2)cc(OC)c1OC	0%	15%	-2%
CCc1ccccc1NC(=O)CSc1nc(-c2ccccc2OC)nc2c1Cc1c(CO)cnc(C)c1O2	1%	?	0%
COc1ccc(C(=O)N(Cc2nc(-c3ccc(C)cc3)no2)C2CCCCC2)cc1OC	-21%	?	-4%
COc1ccc(COC[C@H](C)[C@H](O)[C@@H](C)[C@H]2OC(=O)[C@@H]2C)cc1	-13%&-12%	-10%	.
COc1ccc(/C=N/NC(=O)c2ccccc2NC(=O)c2ccco2)c(OC)c1	6%	-8%	-4%
COc1cc([N+](=O)[O-])ccc1NC(=O)NCc1cccnc1	9%	1%	-3%
